CDK5 p35 inh = CDK5/p35 (human) kinase inhibition; Q00535+Q15078; Recombinant CDK5/p35, ADP-Glo luminescence, 60 min; inhibition, % at 10 µM; 330,000 tested, 0.01% active; AID 488839;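 active = highest replicate inhibition of at least 50% and at least 75% of replicates reaching 50%; inconclusive = only one of the two criteria met; inactive = both criteria failed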;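 also: plate controls were DMSO neutral control for no effect and GW8510 at 10 µM for full effect; many of its hits are not listed in these tables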
Target sequence (Q00535 whole entry, looked up): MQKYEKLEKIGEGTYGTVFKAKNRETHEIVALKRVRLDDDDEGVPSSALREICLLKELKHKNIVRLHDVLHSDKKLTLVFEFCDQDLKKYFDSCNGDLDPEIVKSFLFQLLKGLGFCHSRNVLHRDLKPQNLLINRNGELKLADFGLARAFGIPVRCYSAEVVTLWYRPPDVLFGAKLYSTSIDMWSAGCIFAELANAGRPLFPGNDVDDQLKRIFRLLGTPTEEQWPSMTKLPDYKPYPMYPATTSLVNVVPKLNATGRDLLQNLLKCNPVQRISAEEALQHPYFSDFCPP
Target sequence (Q15078 whole entry, looked up): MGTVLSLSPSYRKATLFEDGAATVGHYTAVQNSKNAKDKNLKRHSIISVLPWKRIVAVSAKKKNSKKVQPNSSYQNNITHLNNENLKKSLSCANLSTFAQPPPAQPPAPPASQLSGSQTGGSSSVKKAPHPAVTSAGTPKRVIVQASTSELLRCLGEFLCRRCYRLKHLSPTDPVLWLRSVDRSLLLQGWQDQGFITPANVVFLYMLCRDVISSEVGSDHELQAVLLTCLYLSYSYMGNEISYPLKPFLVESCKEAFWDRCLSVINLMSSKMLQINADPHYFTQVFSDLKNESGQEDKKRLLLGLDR
PvdQ inh = blocks Pseudomonas aeruginosa PvdQ acylase activity; AID 488965; purified PvdQ acylase, fluorescence plate reader; inhibition, % at 10 µM; 340,000 tested, 0.063% active; in the data active = inhibition above about 30%, passing the limit was not always enough; inconclusive = no clear call, values can overlap the other calls;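 also: 0% = vehicle neutral wells and 100% = reference inhibitor wells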
HTR5A ag = activates human HTR5A in OPRM1-OPRD1 agonist counter-screen; HTR5A agonist assay, luminescence, cell-based; P47898; activation, % at 9.3 µM; 340,000 tested, 0.61% active; in the data active = activation mostly above about 9.5%, no sharp cut-off; inactive = mostly below about 7.6%;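 also: 0% = cells with vehicle only and 100% = reference agonist; strong numbers were not always called active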
SR-BI DiI inh = mouse SR-BI HDL lipid transfer inhibition. 320,000 tested, 0.96% active. inhibition, % at 12.5 µM. Q61009. ldlA[mSR-BI] CHO cells, DiI-HDL uptake fluorescence, 3 h. AID 488896;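 active = mean replicate inhibition of at least 70% and a set share of replicates each scoring 70 or more; inconclusive = meets just one of the two criteria; inactive = fails both criteria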;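 also: 0% = median of neutral control wells and 100% = median of positive control wells; values of inactives mirror those of a sister screen read the other way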
Rtt109 HAT inh = blocks Candida albicans Rtt109/Vps75 acetyltransferase activity | Q5AAJ8 | purified Rtt109/Vps75, ThioGlo CoA-SH fluorescence, 4 h | inhibition, % at 34.9 µM | 330,000 tested, 0.16% active;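 active = inhibition of at least 50% in every replicate; inconclusive = best replicate reaches 50% inhibition but some replicates fall short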
Target sequence (Q5AAJ8 whole entry, looked up): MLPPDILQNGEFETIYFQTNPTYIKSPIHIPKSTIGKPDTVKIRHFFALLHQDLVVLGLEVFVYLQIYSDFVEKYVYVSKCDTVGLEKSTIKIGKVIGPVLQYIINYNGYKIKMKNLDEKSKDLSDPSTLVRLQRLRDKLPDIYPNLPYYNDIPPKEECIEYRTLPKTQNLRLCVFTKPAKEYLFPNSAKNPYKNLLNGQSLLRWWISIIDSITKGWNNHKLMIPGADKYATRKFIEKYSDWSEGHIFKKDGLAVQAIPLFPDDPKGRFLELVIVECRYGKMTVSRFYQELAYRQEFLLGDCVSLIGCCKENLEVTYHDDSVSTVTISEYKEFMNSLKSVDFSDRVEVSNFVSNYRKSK
SR-BI DiI-HDL act = SR-BI HDL lipid transfer activation; 320,000 tested, 0.096% active; activation, % at 12.5 µM; AID 504775; CHO ldlA[mSR-BI] cells, DiI-HDL uptake fluorescence, 3 h; 100 = double the neutral-control signal;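 active = mean replicate activation of at least 60% and every replicate at or above 60%; inconclusive = mean or all-replicate condition met, but not both; inactive = mean below 60% and not all replicates reaching 60%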;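 also: 0% = median plate neutral-control signal and 100% = twice that signal; values of inactives mirror those of a sister screen read the other way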
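Material – SR-BI-overexpressing, LDLR-lacking CHO cells · Medium – BSA-supplemented, HEPES-buffered Ham's F12, pH 7.4 · Doses – single concentration · Times – compound with DiI-HDL co-incubation, 3 h at 37 °C · Measured by – bottom-read fluorescence, 550/595 nm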
dFosB activator = mouse delta FosB homodimer activation | P13346 | purified delta FosB, TAMRA-CDK5 oligo fluorescence polarization; percent of positive-control signal above neutral wells | activation, % at 25 µM | 340,000 tested, 0.99% active | AID 493131;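 active = mean activation above about 17%, with every replicate also reaching it, limit read from the data, passing the limit was not always enough; inconclusive = only one of the two conditions met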;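 also: fluorescence polarization rise as delta FosB binds a TAMRA Cdk5 AP-1 oligo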
RTF Ca sens act = cardiac RTF calcium sensitization | P19429+P45379 | IANBD-labeled TnC RTF fluorescence at EC20 calcium; 0% EC20 calcium, 100% full calcium | 340,000 tested, 0.24% active | AID 493008 | activation, % at 7.2 µM;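 active = activation above the mean over all tested compounds plus 3 SD, cut at about 30% in these data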;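 also: rise in fluorescence read as greater calcium sensitivity of cardiac thin filaments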
Wnt bcat act = Wnt/beta-catenin pathway activation. 300,000 tested, 1.2% active. activation, % at 9.35 µM. Wnt/beta-catenin reporter cell assay, activator, plate reader; in the data active = activation above about 30%, passing the limit was not always enough; inconclusive = no clear call, values can overlap the other calls;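 also: 0% = neutral control wells and 100% = positive control wells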
MITF TRPM1 HTS = MITF TRPM1 promoter activation in melanoma cells. SK-MEL-5 TRPM1-promoter luciferase, 24 h; % of positive control, neutral wells = 0. activation, % at 12.5 µM. 300,000 tested, 0.75% active. AID 588334;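 active = mean activation of at least 80% with every replicate also reaching 80%; inconclusive = mean reaches 80% but some replicate falls short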;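 also: 0% = neutral control wells and 100% = parthenolide positive control wells; values of inactives mirror those of a sister screen read the other way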
Starred values were filed as active, the others as inactive; ? = inconclusive; . = no result given.

SMILES | CDK5 p35 inh | PvdQ inh | HTR5A ag | SR-BI DiI inh | Rtt109 HAT inh | SR-BI DiI-HDL act | dFosB activator | RTF Ca sens act | Wnt bcat act | MITF TRPM1 HTS
CSCC[C@H](NC(=O)[C@H](Cc1ccccc1)n1c(=O)[nH]c2ccccc2c1=O)C(=O)N1CCC(C(=O)O)CC1 | 1.1 | 7 | -2 | -15 | 9 | 15 | 1 | 5 | -1 | -1
O=C(COC(=O)CCc1ccccc1)Nc1ncc(Cl)cc1Cl | 0.7 | 2 | 7 | -8 | 7 | 8 | -3 | -5 | -8 | -2
COC(=O)c1ccc(C2CC(=O)Nc3cc(OC)c(OC)c(OC)c32)cc1 (stereo not drawn) | 4.2 | 4 | -1 | 21 | -2 | -21 | 1 | -6 | 3 | -1
CCCNC(=O)c1noc2c1CCc1cc(OC)ccc1-2 | -0.9 | -3 | -1 | -11 | -5 | 11 | -3 | -2 | 0 | 63
CCCc1c(O)c2ccccc2n(-c2ccccc2)c1=O | 1.3 | 5 | -1 | -13 | -15 | 13 | 2 | -1 | 1 | 2
Cc1nc(C(=O)NC2CC2)sc1C1(C)CC(c2ccccc2)=NO1 (stereo not drawn) | -1.0 | -28 | 1 | 31 | -2 | -31 | -4 | -2 | 7 | 9
O=C(N/N=C/c1cccc(O)c1)c1ccccc1O | 1.0 | -2 | 0 | . | 9 | . | -9 | 2 | -4 | 79
COC(=O)c1ccc(OC(=O)c2ccco2)cc1 | 1.1 | 81* | -7 | -14 | 5 | 14 | -5 | 2 | -9 | 6
COc1ccc(CCNC(=O)Cn2nnc(-c3ccccc3F)n2)cc1OC | -4.4 | -12 | -8 | 7 | 5 | -7 | -6 | 8 | -2 | 12
CCOC(=O)c1c(C(F)(F)C(F)(F)C(F)(F)C(F)(F)F)n[nH]c1C | 1.8 | -8 | 3 | 8 | -1 | -8 | -2 | 3 | . | -10
O=C(COC(=O)Cc1c[nH]c2ccccc12)Nc1ccccc1 | -1.6 | -8 | 3 | -20 | -6 | 20 | -1 | 8 | 6 | -14
O=C(/C=C/N1CCOCC1)c1cc2ccccc2o1 | -0.6 | 5 | -4 | -4 | 3 | 4 | 3 | -3 | . | 13
Cc1cc(C)n(-c2nc3ccccc3n3cnnc23)n1 | 0.1 | 13 | 1 | -1 | ? | 1 | -5 | 3 | . | 2
O=C(c1cc2cc(Br)ccc2oc1=O)N1CCN(c2ccccn2)CC1 | 0.6 | 3 | -1 | 9 | 9 | -9 | -2 | -5 | 0 | 1
CCn1c(SCC(=O)Nc2ccc3c(c2)OCCO3)nnc1-c1ccco1 | 0.5 | -4 | 0 | 8 | -2 | -8 | 4 | 0 | -3 | 10
CCOc1c2ccc(C(=O)NCCCCc3ccccc3)cc2nn1C | 0.1 | -2 | 6 | 1 | 0 | -1 | 4 | 1 | -3 | .
O=C(NC1CCCCC1)N1CCN(S(=O)(=O)c2ccc(F)cc2)CC1 | 1.4 | -2 | 1 | 8 | -9 | -8 | 0 | 10 | 1 | -6
COc1ccc(NC(=O)CN2C(=O)N(C)Cc3ccccc32)c(C)c1 | -1.2 | 0 | 0 | 7 | 18 | -7 | -1 | -2 | 3 | -6
Cc1csc(NC(=O)COc2ccc3c(C)cc(=O)oc3c2)n1 | -0.5 | -12 | 0 | 11 | -4 | -11 | 54* | 7 | 1 | 45
Cc1cc(NC(=O)CCCN2C(=O)/C(=C/c3cccs3)SC2=S)no1 | -2.9 | -9 | 0 | . | -11 | . | -1 | 7 | . | -9
Cc1cccc(NC(=O)NNC(=O)c2cc(-c3ccccc3Cl)nc3ccccc23)c1 | -0.2 | -5 | 4 | 17 | -25 | -17 | 20* | -1 | . | -1
CN1CCN(C(=S)c2cn(CCOc3ccccc3F)c3ccccc23)CC1 | -1.2 | -12 | -1 | 4 | 4 | -4 | -7 | -5 | 5 | 10
Clc1ccc(SCCCN2CCCCC2)cc1 | -0.4 | -10 | 2 | . | -3 | . | -5 | -3 | -2 | 11
CCOc1ccc(CNC(=O)Nc2ccccc2)cc1 | -0.6 | -9 | 8 | 3 | 3 | -3 | 5 | 0 | 11 | 65
CC(C)[C@H](NC(=O)c1ccco1)C(=O)Nc1ccc(OC(F)F)cc1 | 0.1 | -4 | 0 | -11 | -2 | 11 | -4 | -6 | -1 | -11
COc1cc2c(cc1OC)C(c1cc3cc4c(cc3[nH]c1=O)OCO4)N(C(=O)C(C)C)CC2 (stereo not drawn) | 1.7 | -13 | 0 | -5 | -5 | 5 | -5 | -3 | -2 | -1
Cc1cc(NC(=O)CSc2nnc(CNC(=O)c3ccc(C(C)(C)C)cc3)o2)no1 | 0.4 | -12 | 1 | -11 | 2 | 11 | -1 | -3 | -1 | -8
CC1CCN(C(=O)c2ccc(NC(=O)c3cccs3)cc2)CC1 | -3.0 | -14 | 1 | . | -1 | . | -2 | 0 | 3 | 22
COc1ccc(C(=O)Nc2ccc(NC(=O)c3cnccn3)cn2)cc1 | -0.7 | -10 | 0 | 34 | -2 | -34 | -4 | 3 | -2 | 1
CCCCCCN1C=CC=C/C1=C/C=C(C#N)C#N | 1.0 | -6 | -1 | -7 | -3 | 7 | 0 | 9 | -3 | 8
CC(=O)NC1C(OCCOc2ccc(Cl)cc2C)OC(CO)C(O)C1O (stereo not drawn) | 0.5 | -9 | -1 | -28 | -12 | 28 | -5 | 8 | 0 | -5
CCC(C)(C)NC(=O)CN(C(=O)CCC(=O)Nc1nccs1)c1ccc2c(c1)OCCO2 | 1.3 | -1 | -1 | -22 | -4 | 22 | -4 | -4 | -3 | -3
CCCn1c(SCC(=O)Nc2nnc(CC)s2)nnc1-c1ccco1 | 0.2 | -14 | 3 | -42 | 1 | 42 | -4 | 1 | . | 0
O=C(/C=C/c1cccs1)c1ccc(NC(=O)c2cccc(Br)c2)cc1 | -0.7 | 9 | 2 | 22 | 3 | -22 | -5 | 8 | -1 | 33
O=C(CSc1nnc2ccccn12)NC(=O)Cc1ccccc1 | -0.5 | -7 | 3 | . | 0 | . | -9 | 2 | 2 | 0
CCCc1ccc(-c2cc(C(=O)NC3=NCCS3)c3ccccc3n2)cc1 | 1.4 | 5 | 1 | 36 | -3 | -36 | ? | -5 | 30 | 78
Cc1ccc(C)c(N2CCN(S(=O)(=O)c3ccc4c(c3)C(C)(C)C(=O)N4C)CC2)c1 | 0.7 | 8 | -2 | -12 | 18 | 12 | -15 | -1 | -6 | 8
CCOC(=O)c1[nH]c2ccccc2c1NC(=S)Nc1cc(C)ccc1C | 2.0 | -5 | 0 | -11 | 25 | 11 | 3 | 4 | -3 | .
O=C(O)C1CCCN1c1ncnc2c1oc1ccccc12 (stereo not drawn) | -0.2 | -8 | 1 | 3 | -19 | -3 | -3 | 2 | 13 | 9
COc1cccc2c(=O)n(CC(=O)Nc3cccc(F)c3)ccc12 | 0.5 | -18 | -1 | -7 | -13 | 6 | ? | 10 | 0 | .
COc1ccc(NC(=O)CN(C)C2CCCCC2)cc1Cl | -1.0 | -15 | -3 | . | -8 | . | 1 | -2 | -2 | 9
CCS(=O)(=O)N1CCC(C(=O)Nc2cc([N+](=O)[O-])ccc2C)CC1 | 1.1 | 0 | 0 | -33 | -1 | 33 | 3 | -3 | 0 | 9
CSc1ccccc1NC(=O)CN(C)C(=O)c1ccc(-n2cccn2)cc1 | -1.7 | 4 | 1 | -1 | 2 | 1 | 1 | -1 | -2 | -3
CC(=O)c1ccc(N2CCN(C(=O)[C@H](C)NC(=O)c3ccccc3Cl)CC2)cc1 | -0.8 | -14 | -1 | . | 11 | . | -4 | -1 | 3 | 2
O=C(Nc1nnc(S(=O)(=O)N2CCCC2)s1)c1ccccc1F | -2.5 | 0 | 0 | . | 15 | . | -4 | -7 | 1 | 17
COc1ccccc1N1CCN(C(=O)/C=C/c2ccc(C)cc2)CC1 | . | -15 | 8 | -1 | 9 | 1 | -12 | 10 | . | 0
Cc1ccc(C)c(S(=O)(=O)Nc2ccccc2C(=O)Nc2ccccc2N2CCOCC2)c1 | 0.0 | 1 | 5 | 0 | 5 | 0 | -8 | -8 | . | -4
CC1C(=O)N2CCCc3cc(NC(=O)C4CCCCC4)cc1c32 (stereo not drawn) | -3.5 | -13 | 4 | 14 | 14 | -14 | -3 | -3 | 0 | -1
O=C(CSc1nnc2scc(-c3ccc(F)cc3)n12)NCc1ccco1 | -2.3 | 8 | 8 | 4 | -2 | -4 | -5 | -6 | . | 11
CC(C)(C)NC(=O)NC(=O)CN1CCN(C(c2ccccc2)c2ccccc2)CC1 | 0.5 | -9 | 1 | -10 | 14 | 10 | -2 | -1 | -3 | 2
O=C(CCN1C(=O)c2ccc([N+](=O)[O-])cc2C1=O)Nc1ccc(O)cc1C(=O)O | 1.4 | 0 | 3 | -2 | 11 | 2 | 2 | 4 | -3 | -10
Cc1ccc(C(=O)O/N=C2\CCCc3ccccc32)cc1 | 1.8 | 0 | 9 | -16 | -3 | 16 | -2 | 1 | . | 33
O=C(CSc1nnc(CNC(=O)c2ccccc2)o1)Nc1nccs1 | -0.4 | -12 | 3 | -9 | 6 | 9 | 1 | 1 | 2 | 2
O=C(/C=C/c1ccccc1)N/C(=C/c1ccccc1)C(=O)NCCCO | 0.2 | -7 | 0 | 8 | 1 | -8 | 0 | 18 | 1 | 8
CC(C)CC(=O)NCCc1ccncc1 | -0.2 | -2 | -3 | -26 | -9 | 26 | -2 | -4 | . | 7
COC(=O)CCc1c(C)[nH]c(C(=O)OCc2ccccc2)c1C | 1.1 | -6 | -4 | . | -3 | . | 3 | 10 | . | 20
Cc1cc(Oc2cccc3c2S(=O)(=O)N(C2CCCC2)CC(COCc2ccccc2)O3)cc(C)c1C (stereo not drawn) | 0.0 | 3 | 5 | 45 | 0 | -45 | -3 | -6 | -4 | -7
CC(C)C[C@H]1CN=C(Nc2ccccc2)N1CCCC1CCCCC1 | -1.2 | -13 | 19 | 9 | 21 | -9 | -1 | 5 | -3 | 5
O=C(NCc1cccs1)C1CCCN(C(=O)Nc2ccc(F)cc2)C1 (stereo not drawn) | -0.9 | -6 | 6 | . | -11 | . | -5 | 3 | -1 | -6
COC(=O)c1[nH]c2ccc(F)cc2c1NS(=O)(=O)c1ccc(OC)cc1OC | 2.0 | -11 | 2 | 28 | 4 | -28 | -5 | 5 | . | .
